Thrombin inh = human alpha-thrombin inhibitors, primary screen, counter-screen for coagulation protease inhibitor project, biochemical, 1536-well, fluorogenic AMC substrate; Boc-VPR-AMC fluorogenic substrate cleavage; actives 0.26% (n = 220,000); inhibition, % at 5 µM;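 active = inhibition at or above 40%; inactive = inhibition below 40%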;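 also: 0% = enzyme with no compound and 100% = wells without enzyme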
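System: human alpha-thrombin protein; Compound dosing: one concentration per compound, 5 µM, with 0.2% DMSO; Timing: reaction at room temperature; Technique: AMC fluorescence, 355/460 nm; Controls: enzyme without compound as high, wells lacking enzyme as low.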
Cl transport mod = KCC2 cotransporter modulators, thallium flux, primary screen, cell-based, HEK293 KCC2, FluoZin-2 fluorescence, MLSMR | actives 2.2% (n = 190,000) | KCC2 cells, thallium flux FluoZin-2 fluorescence | B-score of Tl+ flux slope (higher = more flux/activation; lower = inhibition) at 10 µM;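 active = thallium flux slope and its plate-corrected score both differing from the plate sample mean at a set confidence after two filtering rounds, in either direction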;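 also: slope of fluorescence scaled to starting intensity during 10 to 20 s after thallium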
Furin inhibitor = human furin inhibitors, primary screen, biochemical, fluorescence intensity | inhibition, % at 30 µM | P09958 | actives 0.061% (n = 220,000) | purified furin, fluorogenic substrate cleavage; in the data active = inhibition above about 25%; also: inactives centre near -15
FXIa inh 1536 = human FXIa protease inhibitors, primary screen, biochemical, 1536-well. Coagulation factor XI (Homo sapiens), P03951. purified FXIa, Boc-Glu-Ala-Arg-AMC fluorogenic substrate. inhibition, % at 5 µM. actives 0.14% (n = 220,000);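 active = inhibition of at least 40%; inactive = inhibition below 40%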;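 also: fluorescence of freed AMC excited at 355 nm; 0% = enzyme without compound and 100% = no enzyme blank; many of its hits are not listed in these tables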
FXIIa inh = human FXIIa protease inhibitors, primary screen, biochemical, 1536-well; Coagulation factor XII (Homo sapiens), P00748; purified FXIIa, Boc-QGR-AMC fluorogenic substrate, 2 h; inhibition, % at 5 µM; actives 0.3% (n = 220,000); in the data active = inhibition above about 40%;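 also: 0% = enzyme with no compound and 100% = blank without enzyme; many of its hits are not listed in these tables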
Target sequence (P00748 20-372 limits assumed): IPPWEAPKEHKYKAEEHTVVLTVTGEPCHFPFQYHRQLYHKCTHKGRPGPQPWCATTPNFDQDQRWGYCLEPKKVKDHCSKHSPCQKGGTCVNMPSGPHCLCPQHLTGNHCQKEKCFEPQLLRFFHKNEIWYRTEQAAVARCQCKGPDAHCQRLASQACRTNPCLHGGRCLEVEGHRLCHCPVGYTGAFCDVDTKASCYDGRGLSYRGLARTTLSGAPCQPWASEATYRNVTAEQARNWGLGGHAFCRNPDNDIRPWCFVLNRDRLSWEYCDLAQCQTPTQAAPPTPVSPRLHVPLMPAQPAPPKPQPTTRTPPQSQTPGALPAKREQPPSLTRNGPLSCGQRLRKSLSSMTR
Target sequence (P00748 373-615 limits assumed): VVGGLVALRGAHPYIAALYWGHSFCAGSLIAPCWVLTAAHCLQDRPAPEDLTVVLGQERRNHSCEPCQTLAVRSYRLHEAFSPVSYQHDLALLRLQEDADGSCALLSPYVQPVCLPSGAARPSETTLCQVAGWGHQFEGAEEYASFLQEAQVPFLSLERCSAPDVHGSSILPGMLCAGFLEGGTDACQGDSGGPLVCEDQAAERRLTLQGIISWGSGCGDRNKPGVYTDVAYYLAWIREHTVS
Calpain2 inh = inhibitors of pig calpain II, primary screen, biochemical, fluorogenic peptide substrate, 1536-well. purified calpain II, 30 min. inhibition, % at 16 µM. actives 0.37% (n = 220,000);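 active = inhibition above about 50%, limit read from the data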
KLK5 inh = human KLK5 protease inhibitors, primary screen, biochemical, 1536-well | Kallikrein-5 (Homo sapiens), Q9Y337 | recombinant hK5, fluorogenic AMC substrate cleavage | inhibition, % at 5 µM | actives 0.59% (n = 210,000);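 active = inhibition of 40% or more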;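 also: 0% = enzyme controls without compound and 100% = no-enzyme blanks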
Target sequence (Q9Y337 67-293 limits assumed): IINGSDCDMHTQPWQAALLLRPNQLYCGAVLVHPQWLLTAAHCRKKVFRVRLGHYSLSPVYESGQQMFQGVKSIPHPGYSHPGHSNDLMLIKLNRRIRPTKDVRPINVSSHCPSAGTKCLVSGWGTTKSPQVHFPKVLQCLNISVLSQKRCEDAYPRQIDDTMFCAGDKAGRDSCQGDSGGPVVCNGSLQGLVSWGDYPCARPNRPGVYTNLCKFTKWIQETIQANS
Rad51 HR inh = human RAD51 strand exchange inhibitors, primary screen, biochemical, fluorescence; inhibition, % at 10 µM; hRad51 DNA strand exchange, fluorescence dequenching; actives 0.085% (n = 200,000);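 active = inhibition above 40% at the single screening dose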;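 also: 0% = DMSO control wells and 100% = blanks with heterologous ssDNA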
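System: hRad51 filaments on single-stranded DNA; reagent: Fluorescein- and BHQ1-tagged 47-mer duplex; compound dosing: one concentration, 10 µM final; timing: filaments 15 min 37 °C, then compound 30 min; measured by: fluorescein emission 520 nm, excitation 485 nm; benchmarks: per-plate controls and blanks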
PERK inhibitor = block of dimerizer-induced PERK translation repression, primary screen, PERK inhibitor project, CHO PERK-DD cells, SEAP luminescence, HTS | CHO PERK-DD fusion, SEAP luminescence translation reporter | actives 0.17% (n = 220,000) | Eukaryotic translation initiation factor 2-alpha kinase 3 (Homo sapiens), Q9NZJ5 | inhibition, % at 5.6 µM | AID 1416, 2008;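 active = inhibition above the mean inhibition of all tested compounds plus 3 SD, set separately per screening campaign, cut at about 2.9% in these data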;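 also: PERK kinase domain activated by AP20187 dimerizer at 100 nM; 0% = DMSO with dimerizer and 100% = rapamycin at 8.4 µM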
* hit, by the source's call; . = no result given; [ ] = remark or other dose. This is a subset, so the mix of outcomes need not match the whole.

SMILES | Thrombin inh | Cl transport mod | Furin inhibitor | FXIa inh 1536 | FXIIa inh | Calpain2 inh | KLK5 inh | Rad51 HR inh | PERK inhibitor
CCOC(=O)N1CCN(C(=O)C2CCN(C(=O)c3cc(OC)cc(OC)c3)CC2)CC1 | -8.2 | -0.111 | -6.8 | -8.4 | -3.8 | 17.6 | 2.6 | -4.4 | -0.6
COc1ccc(CCNC(=O)CCn2cccc2)cc1OC | -0.4 | . | -3.1 | 0.5 | 12.3 | -7.0 | -4.8 | 3.4 | 1.2
COc1cc(/C=N/NC(=O)CCc2n[nH]c(=O)[nH]c2=O)cc(OC)c1OC | -3.3 | 0.811 | -13.7 | 11.4 | 11.9 | 2.2 | -14.6 | . | 0.6
O=C(CSc1ccsc1[N+](=O)[O-])N1CCN(c2ccc(Cl)cc2)CC1 | 1.5 | 0.303 | -5.0 | 16.1 | 1.5 | -45.1 | -7.6 | 3.5 | 0.1
Cc1ccc(NC(=O)c2ccccc2Cl)c(Cl)c1 | 3.5 | 0.008 | -11.3[20 µM] | 0.0 | 6.6 | 13.2 | -5.9 | 6.5 | 0.8
CCc1nnc(NC(=O)CSc2nc(-c3ccccc3)cc(-c3ccc(OC)cc3)c2C#N)s1 | -1.2 | -0.303 | -19.2 | 8.8 | 20.6 | 32.9 | -3.1 | 0.0 | 1.0
O=C(NCCN1CCOCC1)c1cc2ccccc2[nH]1 | -4.8 | . | 2.0[20 µM] | -1.8 | -14.8 | -37.1 | -20.6 | -0.7 | 2.1
CCCOc1ccc(-c2nc(C#N)c(N3CCN(C)CC3)o2)cc1 | 0.2 | -0.177 | -38.6 | 4.3 | 10.9 | -121.0 | -21.5 | -7.6 | -1.1
CS(=O)(=O)N(CC(=O)NC1CC1)c1cccc(F)c1 | -4.8 | 0.259 | -7.8[20 µM] | -11.7 | -2.2 | 36.8 | -8.2 | -9.1 | -0.2
CC(C)NC(=O)NC(=O)COC(=O)c1cccc(OC(F)F)c1 | 0.7 | -0.299 | -15.1 | -1.1 | 10.7 | 13.3 | 1.3 | 9.0 | 1.5
N#Cc1ccc(OCC(=O)n2cc(C(=O)c3cc(Cl)cc(Cl)c3O)cn2)cc1 | 1.1 | -1.12 | -27.1 | -1.4 | 11.3 | -17.6 | -5.2 | -76.0 | 0.2
COc1ccc(CNC(=O)C(C)N(Cc2ccco2)C(=O)c2snc(C(N)=O)c2N)cc1 (stereo unspecified) | -3.5 | -0.371 | -26.4 | 1.6 | 15.5 | -128.7 | 7.3 | -0.7 | -1.4
O=c1[nH]nc(-c2ccc(F)cc2)cc1Cc1cccs1 | 0.6 | -1.78 | -15.8 | 2.0 | 3.6 | 7.3 | 2.2 | . | 1.6
Cc1cc(=O)oc2cc(OC(=O)c3ccccc3)ccc12 | -7.8 | -0.899 | -30.0 | 8.9 | 28.1 | -380.9 | -4.0 | -108.2 | 2.1
CC1=C(C(=O)OCC2CCCO2)C(c2ccc(Cl)c(Cl)c2)NC(=O)N1 (stereo unspecified) | -7.1 | 0.548 | -18.4 | -2.4 | 3.5 | -0.1 | -5.1 | 7.2 | -0.8

Profiles from above. Order of values: Thrombin inh	Cl transport mod	Furin inhibitor	FXIa inh 1536	FXIIa inh	Calpain2 inh	KLK5 inh	Rad51 HR inh	PERK inhibitor
Results for COc1ccc(CCNC(=O)CCn2cccc2)cc1OC : -0.4	.	-3.1	0.5	12.3	-7.0	-4.8	3.4	1.2
Results for CCOC(=O)N1CCN(C(=O)C2CCN(C(=O)c3cc(OC)cc(OC)c3)CC2)CC1 : -8.2	-0.111	-6.8	-8.4	-3.8	17.6	2.6	-4.4	-0.6

Later entries:
SMILES | Thrombin inh | Cl transport mod | Furin inhibitor | FXIa inh 1536 | FXIIa inh | Calpain2 inh | KLK5 inh | Rad51 HR inh | PERK inhibitor
O=C(Nc1ccc(Cl)cc1)N1CCc2[nH]c3ccccc3c2C1 | -0.5 | -0.582 | -22.0[20 µM] | 0.0 | 12.0 | -84.4 | -19.2 | 11.4 | 0.1
CSc1n[nH]c(=O)n1-c1cccc(Cl)c1 | 1.7 | -0.278 | -2.6 | -3.4 | 2.7 | -13.9 | -4.1 | 11.5 | 0.4
COc1ccc(NC(=O)CSC2=C(C#N)C(c3ccco3)C(C(=O)Nc3nc4ccccc4s3)=C(C)N2)cc1 (stereo unspecified) | . | 0.0556 | -30.8[20 µM] | . | . | . | . | -3.0 | 0.0
COc1ccc(CNC(=O)CSc2nn3c(=O)c(C(C)(C)C)nnc3s2)cc1OC | -8.4 | -0.0274 | -8.6 | -5.9 | 0.2 | -52.4 | -3.4 | 6.8 | 0.5
COc1ccc(C(Nc2ccccn2)c2oc(CO)cc(=O)c2O)cc1 (stereo unspecified) | -6.0 | 0.197 | -11.9 | -7.3 | -3.8 | -1.9 | -16.2 | 17.9 | -0.1
CC(C)n1cnc2c(N(C)c3cccc(Cl)c3)nc(N(CCO)CCO)nc21 | -9.8 | 0.525 | -21.4 | 1.8 | 2.5 | 0.0 | 1.7 | 11.8 | .
COc1ccc(C(=O)NC(=S)N(Cc2ccccc2)Cc2ccccc2)cc1 | -2.1 | 64* | -10.8 | 6.6 | 12.9 | 25.2 | -51.5 | 3.6 | -1.4
CCOc1ccc(CCNC(=O)c2[nH]c(C)c(C(C)=O)c2CC)cc1OCC | 3.9 | -1.05 | -18.6 | -2.0 | 3.4 | -1.5 | -10.6 | 13.0 | 0.2
O=C(CSc1ccc2nnc(-c3cccnc3)n2n1)c1ccccc1 | -2.8 | -0.69 | -21.9 | 3.5 | 7.6 | -24.3 | 12.6 | 7.8 | 0.8
COc1ccc(N2C(=O)CSC23C(=O)N2CCCc4cccc3c42)cc1 (stereo unspecified) | -6.3 | -0.642 | -14.7 | -1.2 | 4.8 | 16.8 | -2.2 | -6.7 | 0.1
O=C(CCC1CCCCC1)NCc1ccncc1 | 4.5 | . | -24.4[20 µM] | 0.7 | 12.9 | -37.3 | -6.7 | -10.5 | 1.4
O=C(OCn1nnc2ccccc2c1=O)c1ccc(S(=O)(=O)N2CCOCC2)cc1 | -1.3 | . | -18.3[20 µM] | 0.4 | 9.2 | -41.2 | 2.1 | -7.4 | 1.6
O=C(CSc1nc(-c2ccccc2)cs1)N1CCN(C(=O)c2ccco2)CC1 | 0.1 | -2.67 | -10.9 | 1.1 | 18.0 | -24.1 | -18.0 | 1.2 | -0.8

A second format for some results above:
Order of values: Thrombin inh, Cl transport mod, Furin inhibitor, FXIa inh 1536, FXIIa inh, Calpain2 inh, KLK5 inh, Rad51 HR inh, PERK inhibitor
COc1ccc(C(Nc2ccccn2)c2oc(CO)cc(=O)c2O)cc1 (stereo unspecified)
 : -6.0, 0.197, -11.9, -7.3, -3.8, -1.9, -16.2, 17.9, -0.1
CC(C)n1cnc2c(N(C)c3cccc(Cl)c3)nc(N(CCO)CCO)nc21
 : -9.8, 0.525, -21.4, 1.8, 2.5, 0.0, 1.7, 11.8, .
COc1ccc(C(=O)NC(=S)N(Cc2ccccc2)Cc2ccccc2)cc1
 : -2.1, 64*, -10.8, 6.6, 12.9, 25.2, -51.5, 3.6, -1.4
CCOc1ccc(CCNC(=O)c2[nH]c(C)c(C(C)=O)c2CC)cc1OCC
 : 3.9, -1.05, -18.6, -2.0, 3.4, -1.5, -10.6, 13.0, 0.2
O=C(CSc1ccc2nnc(-c3cccnc3)n2n1)c1ccccc1
 : -2.8, -0.69, -21.9, 3.5, 7.6, -24.3, 12.6, 7.8, 0.8
COc1ccc(N2C(=O)CSC23C(=O)N2CCCc4cccc3c42)cc1 (stereo unspecified)
 : -6.3, -0.642, -14.7, -1.2, 4.8, 16.8, -2.2, -6.7, 0.1
O=C(CCC1CCCCC1)NCc1ccncc1
 : 4.5, ., -24.4[20 µM], 0.7, 12.9, -37.3, -6.7, -10.5, 1.4
